# Screening data: PubChem BioAssay, Broad Institute
# ERp5 inh: blocks human ERp5 reductase activity on insulin; ERp5 insulin aggregation, absorbance 650 nm, 90 min; Q15084; inhibition, % at 9.99 µM; 350,000 tested, 0.05% active;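 active = mean replicate inhibition above about 25%, with every replicate also reaching it, limit read from the data, passing the limit was not always enough; inconclusive = only one of those two criteria met; inactive = neither criterion met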
# Target sequence (Q15084 whole entry, looked up): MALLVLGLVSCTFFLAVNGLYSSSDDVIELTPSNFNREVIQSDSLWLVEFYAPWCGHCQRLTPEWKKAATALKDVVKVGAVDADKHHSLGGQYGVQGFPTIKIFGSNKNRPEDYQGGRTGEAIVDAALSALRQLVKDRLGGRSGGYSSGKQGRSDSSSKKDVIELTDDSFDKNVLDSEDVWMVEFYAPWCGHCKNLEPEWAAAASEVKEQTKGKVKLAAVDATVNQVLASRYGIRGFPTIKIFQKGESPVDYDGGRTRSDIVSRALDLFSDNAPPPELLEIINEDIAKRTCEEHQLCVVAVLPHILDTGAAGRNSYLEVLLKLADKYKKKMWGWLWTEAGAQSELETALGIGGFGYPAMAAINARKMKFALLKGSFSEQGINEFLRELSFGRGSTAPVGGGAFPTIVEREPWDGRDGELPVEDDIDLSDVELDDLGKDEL
# Statin myotox sup: suppression of simvastatin myotoxicity; C2C12 myotubes + simvastatin, ATP luminescence, 48 h; scaled: DMSO 0, geranylgeraniol control 100; rescue of ATP level, % at 7.49 µM; 330,000 tested, 0.78% active; AID 602340;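 active = mean ATP rescue above about 67%, or every replicate alone reaching that limit, limit read from the data, passing the limit was not always enough; inconclusive = no clear call, values can overlap the other calls; inactive = mean under the limit and some replicate under it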;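 note: myotubes were challenged with 10 µM simvastatin during compound exposure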
# PglD inh: PglD (C. jejuni) enzyme inhibition; 360,000 tested, 0.098% active; purified PglD enzyme, DTNB colorimetric CoA detection; inhibition, % at 12.5 µM; AID 602405; in the data active = inhibition above about 16%, passing the limit was not always enough; inconclusive = no clear call, values can overlap the other calls; note: strong numbers were not always called active
# SIRT5 block: inhibitors of human sirtuin-5 desuccinylase; 330,000 tested, 1.1% active; Purified SirT5, succinyl-peptide AMC, trypsin-coupled fluorescence; AID 652115; inhibition, % at 15 µM; in the data active = inhibition above about 15%; inconclusive = no clear call, values can overlap the other calls
# Target sequence (Q9NXA8 whole entry, looked up): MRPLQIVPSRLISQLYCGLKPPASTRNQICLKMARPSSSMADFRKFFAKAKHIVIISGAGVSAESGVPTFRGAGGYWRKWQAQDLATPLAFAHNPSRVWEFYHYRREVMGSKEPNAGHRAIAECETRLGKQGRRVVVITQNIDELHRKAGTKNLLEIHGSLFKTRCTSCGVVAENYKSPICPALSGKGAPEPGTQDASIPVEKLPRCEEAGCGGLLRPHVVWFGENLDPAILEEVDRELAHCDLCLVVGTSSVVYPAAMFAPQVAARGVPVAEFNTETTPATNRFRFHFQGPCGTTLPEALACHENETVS
# S100A4 inh HTS: S100A4-myosin IIA interaction inhibition; P26447; S100A4/TAMRA-MyoIIA peptide fluorescence polarization; inhibition, % at 10.7 µM; 360,000 tested, 0.14% active;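 active = mean inhibition of at least 70% across replicates, with every replicate also reaching that level; inconclusive = mean inhibition reaches 70% but some replicates fall short; inactive = mean inhibition below 70%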
# Target sequence (P26447 whole entry, looked up): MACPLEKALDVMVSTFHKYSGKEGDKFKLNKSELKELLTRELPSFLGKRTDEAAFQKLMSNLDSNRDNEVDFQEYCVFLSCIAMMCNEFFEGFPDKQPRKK
#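 Material: S100A4 monomer protein | Medium: HEPES pH 7.2 with CaCl2, KCl, NaCl, DTT, Triton | Reagent: Labelled myosin peptide probe, 5 nM | Doses: One dose per compound | Times: 5 min incubation before reading | Benchmarks: Neutral control DMSO, positive control TFP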
# E-selectin induc: induces E-selectin expression in human endothelial cells; P16581; HUVEC E-selectin immunofluorescence imaging; normalized: neutral wells 0, TNF-alpha wells 100; activation, % at 7.58 µM; 260,000 tested, 0.37% active;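 active = mean E-selectin-positive cell signal at least 10% of the positive control, reached in at least 60% of replicates, without over 20% cell loss; inconclusive = no rule given, readout overlaps actives, possibly toxicity-flagged; inactive = the rest, including those meeting only one limit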;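 note: in these data hits start at about 27%; measured in HUVEC primary endothelial cells; signal is the percent of cells scored E-selectin positive by PE staining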
#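 Material: HUVEC primary endothelial cells; Amount: 3,000 cells per well; Dosing: single concentration; Medium: EGM-2 growth medium on 0.1% gelatin-coated wells; Read-out basis: percent E-selectin-positive cells; Signal: immunofluorescence imaging; Control set: TNF-alpha, DMSO.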
# DENV2 CPE rescue: inhibitors of DENV2 cytopathic effect; DENV2-infected cells, cytopathic effect rescue, plate reader; CPE inhibition, % at 9.99 µM; 350,000 tested, 1.7% active; AID 651640; in the data active = CPE inhibition above about 20%, passing the limit was not always enough; inconclusive = no clear call, values can overlap the other calls; tested in BHK-21 cells;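 note: 0% = median of neutral control wells and 100% = median of positive control wells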
# An asterisk follows results filed as active; ? = inconclusive; / = no result given. This is a subset; rates above refer to the full screens.
mol,ERp5 inh,Statin myotox sup,PglD inh,SIRT5 block,S100A4 inh HTS,E-selectin induc,DENV2 CPE rescue
Cc1cccc(NC(=O)CSc2cccc[n+]2[O-])c1C,3,-4,5,/,0,0.4,1
Cc1cc(C)n(-c2nc(C(=O)O)cs2)n1,0,/,/,-1,-7,/,/
Cc1ccc(C2C(C#N)=C(N)Oc3cc(C)oc(=O)c32)o1 (stereo not drawn),4,/,/,-4,0,-0.1,5
O=C(NC(=S)NCc1ccccc1)c1cccc(Cl)c1,1,9,-7,-3,-1,/,-6
Cc1ccc(Nc2nc(-c3ccncc3)cs2)cc1,3,/,/,-4,-1,/,-4
COc1ccc(/C=C2/CCCc3ccccc3C2=O)cc1,-1,-47,/,-2,0,1.8,-7
C[C@H]1CN([C@@H](C)CO)C(=O)Cc2cc(NS(C)(=O)=O)ccc2O[C@@H]1CN(C)C(=O)Nc1ccc(F)cc1,-1,8,-2,0,0,-29,-2
CC1CCC(C(C)C)C(OC(=O)Cn2nnc3c(cnn3-c3ccccc3)c2=O)C1 (stereo not drawn),1,/,4,-9,-1,6.8,7
COc1ccc(NC(=S)NC(=O)/C=C/c2ccc(F)cc2)cc1,-5,-2,-4,-5,6,0.0,19
N#C[C@H]1[C@H](c2ccccc2)[C@@H](CO)N1C(=O)Nc1cccc(F)c1,0,5,-5,-6,13,1.5,-2
CNC[C@H]1OCCCC[C@@H](C)Oc2ccc(NC(=O)NC(C)C)cc2C(=O)N([C@H](C)CO)C[C@@H]1C,-2,/,-1,-1,-5,0.0,-1
C[C@@H]1CN([C@H](C)CO)C(=O)Cc2cc(NC(=O)CCCN(C)C)ccc2O[C@@H]1CN(C)CC1CCCCC1,3,-10,0,-1,5,-10,-6
COc1cccc(C(=O)C2CCCN(C(=O)c3ccc(C#CC(C)(C)O)cc3)C2)c1 (stereo not drawn),-3,/,/,1,2,0.0,1
O=C(N/N=C/c1cnc(N2CCOCC2)s1)c1ccccc1,-5,/,/,1,1,/,-2
NS(=O)(=O)c1ccc(CCNC(=O)c2nc(CS(=O)(=O)c3ccc(Cl)cc3)no2)cc1,0,2,-4,0,0,/,-1
CN1CCN(C(=S)Nc2ccc(S(N)(=O)=O)cc2)CC1,5,/,/,-2,-2,2.6,0
C[C@H](CO)N1C[C@H](C)[C@H](CN(C)S(=O)(=O)c2ccccc2)OCCCC[C@H](C)Oc2ccc(NC(=O)Nc3ccc(C(F)(F)F)cc3)cc2C1=O,0,/,-4,-4,18,1.4,/
CNC[C@H]1OCCCC[C@@H](C)Oc2ccc(NC(=O)Nc3ccc4c(c3)OCO4)cc2C(=O)N([C@@H](C)CO)C[C@H]1C,0,-23,6,6,20,0.0,1
CC(C)(C)c1ccc(C2(C)NC(=O)N(CC(=O)NC3CCS(=O)(=O)C3)C2=O)cc1 (stereo not drawn),1,-3,1,0,-1,1.8,3
CCOCCCNC(=O)C(NC(=O)c1ccc2c(c1)OCO2)c1ccccc1 (stereo not drawn),-6,-1,0,0,-4,/,-3
CN1CCC(=O)N(CCOc2ccccc2)CC1,8,3,-2,/,-3,0.7,-3
CCOc1ccc(C(=O)CCC(=O)NC2=NCCS2)cc1,-3,4,1,-1,3,/,1
Cc1ccc(C(=O)NCCOc2ccc(Cl)cc2)cc1,3,-4,/,-3,-1,-0.2,-5
O=C(NCCN1CCOCC1)c1ccc2c(c1)N(Cc1ccccc1F)C(=O)c1ccccc1S2(=O)=O,-1,-28,5,2,-6,/,1
Cc1cc(OCC(=O)Nc2ccc(CCO)cc2)c2c(C)c(C)c(=O)oc2c1,-1,11,0,-1,-4,/,3

# Going on with the list:
mol,ERp5 inh,Statin myotox sup,PglD inh,SIRT5 block,S100A4 inh HTS,E-selectin induc,DENV2 CPE rescue
COc1ccc(NC(=O)CC23CC4CC(CC(Br)(C4)C2)C3)c(OC)c1,-1,-7,4,-2,0,0.6,-3
CCS(=O)(=O)N1CCC(C(=O)Nc2cccc(F)c2)CC1,-2,2,1,4,0,/,3
NC(N)=NS(=O)(=O)c1ccc(N=C2C(=O)Nc3ccccc32)cc1,1,9,-3,0,2,0.7,-5
CCOc1ccc(CNC(=O)CS(=O)(=O)Cc2nc(-c3ccc(OC)cc3)oc2C)cc1,3,19,-2,-3,-1,0.6,-2
C[C@@H]1CN([C@H](C)CO)C(=O)c2cccc(NC(=O)C3CCCCC3)c2O[C@@H]1CN(C)C(=O)NC1CCCCC1,7,29,-3,-3,2,1.7,22*
C=CCNc1nc(N)c(C(=C(C#N)C#N)c2ccc(Br)cc2)s1,/,-3,-1,/,/,-0.2,/
O=C(NCC[C@H]1CC[C@H](NS(=O)(=O)c2cccc(F)c2)[C@@H](CO)O1)C1CCCCC1,-3,0,-1,2,3,-0.2,-2
O=C(CCc1ccc(O)c(O)c1)N/N=C/c1cc2c(cc1[N+](=O)[O-])OCO2,-14,5,-4,4,-1,-0.6,?
O=[N+]([O-])c1cccc(CON=Cc2cc(Cl)ccc2O)c1,-5,1,7,/,-3,1.5,-2
CCCC(=O)Nc1ccc2c(c1)C(=O)N(C)C[C@H](OC)[C@@H](C)CN[C@@H](C)CO2,3,5,2,-9,-10,-0.2,9
COCC(=O)Nc1ccc2c(c1)C(=O)N(C)C[C@@H](OC)[C@H](C)CN(Cc1cncnc1)[C@@H](C)CO2,-1,-16,-5,-1,4,6.2,21*
CN1CCN(C(=O)C[C@@H]2C[C@H]3c4cc(NC(=O)NC5CCCC5)ccc4O[C@H]3[C@@H](CO)O2)CC1,4,-6,1,-4,-14,0.1,4
CCCN1C[C@H](C)[C@H](OC)CN(C)C(=O)c2cc(NC(=O)NC3CCCC3)ccc2OC[C@@H]1C,-5,/,/,1,12,-0.1,5
NS(=O)(=O)c1ccc(NC(=S)N2CCN(c3ccccc3)CC2)cc1,/,1,-5,/,/,-0.2,/
COc1ccc(CNC2CCCc3ccccc32)cc1OC (stereo not drawn),-2,5,1,-1,-2,/,-9
O=C(O)CCc1nn2c3ccccc3n(CC(=O)c3cccs3)c2nc1=O,3,/,/,-6,-3,2.9,-4
C[C@H]1CN([C@@H](C)CO)C(=O)c2cc(C#Cc3cccnc3)cnc2O[C@H]1CN(C)C(=O)CC1CC1,-4,3,3,4,3,0.1,-2
COc1ccc(O)c(/C=N/NC(=O)CCC(=O)Nc2cccc(C)c2)c1,1,/,/,-14,-2,0.0,-4
C[C@@H]1CCCCO[C@H](CN(C)C(=O)Nc2ccccc2)[C@H](C)CN([C@@H](C)CO)C(=O)c2cc(N(C)C)ccc2O1,1,18,-1,5,1,-0.1,-3
O=C(Nc1cccc([N+](=O)[O-])c1)c1ccccc1,-6,-2,9,/,4,-2.6,3
Cc1csc(Nc2nc(N)c(C(=O)Nc3cc(Cl)ccc3F)o2)n1,1,-26,-4,-3,-1,/,6
O=C(Nc1ccc(F)cc1)N1CC(=O)N2[C@@H](CO)[C@@H](c3ccc(-c4cccc(F)c4)cc3)[C@@H]2C1,1,/,/,2,2,0.1,10
O=C(C[C@H]1CC[C@H](NC(=O)c2ccc3c(c2)OCO3)[C@@H](CO)O1)NCc1ccc(F)cc1,-3,-2,3,8,-16,-2.2,9
O=C(NCc1ccco1)c1cc(=O)c2ccccc2o1,3,/,/,-5,0,7.4,11
C[C@H]1CN(S(=O)(=O)C(C)(C)C)[C@H](CCO)/C1=C\CCO,4,/,/,2,-3,/,8

# The list goes on:
mol,ERp5 inh,Statin myotox sup,PglD inh,SIRT5 block,S100A4 inh HTS,E-selectin induc,DENV2 CPE rescue
CCCNC(=O)C[C@H]1C[C@@H]2c3cc(NS(=O)(=O)c4cccc(OC)c4)ccc3O[C@@H]2[C@@H](CO)O1,5,-1,-3,-6,-1,-0.2,4
COc1ccc(NC(=O)Nc2ccc3c(c2)CC(=O)N([C@H](C)CO)C[C@H](C)[C@@H](CN(C)CC2CC2)O3)cc1,3,9,1,2,11,7.5,17
Cn1c(=N)n(CC(=O)c2ccccc2)c2ccccc21,3,10,-6,-4,-7,-0.2,0
COc1ccc(/C=C/C(=O)OCC(=O)N2CCCCCC2)c(OC)c1,8,8,-2,-3,-1,/,16
CN=c1scc(-c2ccc(OC)cc2)n1/N=C(\C)c1cccnc1,?,/,/,2,5,/,-6
O=[N+]([O-])c1ccccc1-c1nc(-c2ccc(Br)o2)no1,-7,/,/,1,-3,-2.9,7
CC(NC(=O)c1ccco1)C(=O)N1CCN(c2cccc(C(F)(F)F)c2)CC1 (stereo not drawn),-6,0,-1,-3,5,-0.7,18
C[C@@H](CO)NC(=O)c1nc[nH]c1C(=O)N[C@H](C)c1ccccc1,0,17,2,/,-5,-0.1,4
CN1c2ccc(Br)cc2[C@H]2[C@H](CCN2S(=O)(=O)c2ccccc2)[C@@H]1CO,4,8,-4,4,7,-0.3,1
COc1ccc(S(=O)(=O)NC2CCCC2)cc1NC(C)=O,-5,-4,5,0,1,0.7,-3
O=C1NC[C@@H](Cc2ccc(O)cc2)N(CCc2cc(C(F)(F)F)cc(C(F)(F)F)c2)C1=O,1,/,/,/,-9,0.0,-10
O=C(C1CCC(=O)N(C2CCCC2)C1)N1CCN(Cc2cccc(F)c2)CC1 (stereo not drawn),-5,4,16,-1,-5,/,3
O=S(=O)(c1ccc(F)cc1)N1CCC(n2cnc3ccccc32)CC1,9,-7,-7,2,-4,/,-1
Cc1ccc(-c2ccc([C@@H]3[C@@H](CO)N4C(=O)CN(C(=O)CN5CCOCC5)C[C@H]34)cc2)cc1,3,/,/,-1,-1,-0.6,-5
Nc1cccc(Cl)c1N1CCOCC1,/,4,-8,/,/,-0.1,/
C[C@@H]1CN([C@@H](C)CO)C(=O)Cc2cc(NC(=O)Nc3ccccc3)ccc2O[C@@H]1CN(C)C,3,29,-5,-4,-6,-12,16
Cn1c(=O)c2c(nc(CN3CCc4ccccc4C3)n2CCCO)n(C)c1=O,2,/,/,-1,-1,/,-3
O=C(N[C@H]1CC[C@H](CCNS(=O)(=O)c2ccccc2Cl)O[C@H]1CO)c1ccccc1,7,3,-2,1,6,-1.3,8
CC(C)(C)OC(=O)[C@H](Cc1ccccc1)NC(=O)c1nc[nH]c1C(=O)N[C@@H](CCCCN)C(=O)OC(C)(C)C,-3,9,1,/,-2,0.1,-5
CCCCCC(O)(c1ccccc1)C(CN1CCOCC1)c1ccccc1 (stereo not drawn),-9,12,-2,2,-2,-0.1,2
O=C(Nc1ccc(OC(F)F)c(Cl)c1)c1ccccn1,-4,/,/,1,5,1.3,-4
Cc1ccc(NC(=O)c2ccc([N+](=O)[O-])s2)cc1S(=O)(=O)N1CCOCC1,1,29,-3,-6,-3,/,-1
Cc1ccc(NC(=O)CSc2nc3ncc(Br)cc3[nH]2)cc1C,0,3,0,-2,6,/,0
COCc1ccc(C(=O)NC2CC(C)(C)Cc3c2cnn3-c2ccc(C)cc2)o1 (stereo not drawn),6,-4,-2,1,-2,-4.4,-5
O=C(Nc1ccc(OC(F)(F)F)cc1)C1CC(c2ccc(F)cc2)=NO1 (stereo not drawn),9,2,/,-3,-3,/,1
N#Cc1ccc(NC(=O)Nc2cccc(C#N)c2)cc1,1,/,/,5,-8,0.2,-7
Cc1ccc(NC(=O)CN2C(=O)NC(C)(c3ccc4c(c3)OCO4)C2=O)cc1 (stereo not drawn),2,-1,-5,/,-5,0.4,-3
